From PubChem
SMARCA2 act – SMARCA2 function activation, primary screen | MG213 cells, MMTV-luciferase reporter, dexamethasone, overnight | 370,000 compounds, 1% hits | activation, % at 9.1 µM; in the data active = activation above about 7.8%;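 note: 0% = vehicle wells and 100% = reference activator wells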
DAX1 inh-1 – inhibitors of DAX1 repression of SF-1 activated StAR promoter; HEK293T StAR-luciferase reporter, SF-1/DAX-1 repression relief; inhibition, % at 6.8 µM; 370,000 compounds, 1.1% hits; AID 652010;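 active = inhibition above the mean over all tested compounds plus 3 SD, cut at about 3.6% in these data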;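 note: 0% = DAX-1 cells with DMSO and 100% = cells lacking DAX-1 with DMSO; higher inhibition means more luminescence from relief of DAX-1 repression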
GC-A act – GC-A (human) enzyme activation; P16066; HEK293 GC-A cells, cGMP TR-FRET, EC30 ANP; 0% at EC30 ANP, 100% saturating ANP; activation, % at 10 µM; 370,000 compounds, 0.14% hits; AID 1671463; in the data active = activation above about 40%
Target sequence (P16066 whole entry, looked up): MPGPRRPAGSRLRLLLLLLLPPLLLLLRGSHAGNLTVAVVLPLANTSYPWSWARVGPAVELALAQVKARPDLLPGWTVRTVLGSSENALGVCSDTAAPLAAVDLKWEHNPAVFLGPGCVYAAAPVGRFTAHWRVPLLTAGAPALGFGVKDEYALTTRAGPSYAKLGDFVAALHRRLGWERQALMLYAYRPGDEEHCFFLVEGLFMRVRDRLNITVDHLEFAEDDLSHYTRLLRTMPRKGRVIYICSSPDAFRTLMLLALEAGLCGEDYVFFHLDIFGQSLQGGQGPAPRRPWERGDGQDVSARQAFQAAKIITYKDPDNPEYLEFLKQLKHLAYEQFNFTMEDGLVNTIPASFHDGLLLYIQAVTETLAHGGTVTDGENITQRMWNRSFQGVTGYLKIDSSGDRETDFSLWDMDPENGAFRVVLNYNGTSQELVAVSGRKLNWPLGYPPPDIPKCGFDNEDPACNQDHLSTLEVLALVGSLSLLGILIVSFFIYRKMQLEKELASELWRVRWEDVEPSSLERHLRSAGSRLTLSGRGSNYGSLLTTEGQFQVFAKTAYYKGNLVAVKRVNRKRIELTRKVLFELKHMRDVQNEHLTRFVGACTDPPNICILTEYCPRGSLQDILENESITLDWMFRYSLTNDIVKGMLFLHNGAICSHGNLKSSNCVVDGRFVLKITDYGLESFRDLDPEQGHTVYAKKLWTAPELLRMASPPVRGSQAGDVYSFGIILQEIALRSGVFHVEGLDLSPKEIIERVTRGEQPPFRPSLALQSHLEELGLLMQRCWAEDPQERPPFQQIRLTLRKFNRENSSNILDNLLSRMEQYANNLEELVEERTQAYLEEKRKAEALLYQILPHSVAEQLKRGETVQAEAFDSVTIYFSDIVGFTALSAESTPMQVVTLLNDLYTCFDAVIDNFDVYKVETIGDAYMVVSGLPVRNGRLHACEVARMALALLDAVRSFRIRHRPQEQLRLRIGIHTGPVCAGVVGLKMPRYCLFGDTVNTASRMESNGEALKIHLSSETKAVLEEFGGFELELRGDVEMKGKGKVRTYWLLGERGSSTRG
ADAM17 inh – inhibitors of human ADAM17 | recombinant ADAM17, EDANS/DABCYL FRET peptide cleavage | inhibition, % at 6.95 µM | AID 720648 | P78536 | 370,000 compounds, 0.83% hits;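 active = inhibition above the mean of compounds lying between control limits plus 3 SD, set per campaign, cut at about 8.5% in these data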;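 note: 0% = DMSO-only wells as the low control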
ADAM10 inh – ADAM10 inhibition, QFRET primary screen; O14672; recombinant ADAM10, EDANS/DABCYL FRET peptide cleavage, 3 h; inhibition, % at 7 µM; 370,000 compounds, 0.62% hits;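 active = inhibition above a per-campaign cutoff equal to the mean of compounds falling between control-based bounds plus 3 SD, cut at about 20% in these data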;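 note: 0% = DMSO wells while the 100% control is not disclosed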
ssDAF12 agonist – activators of S. stercoralis DAF-12 nuclear receptor | HEK293 ssDAF-12/GRIP1 lit1-tk-luc reporter, luminescence; % of 3 µM dafachronic acid response | activation, % at 6.8 µM | 370,000 compounds, 1% hits | AID 652126;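 active = activation above the mean over all tested compounds plus 3 SD, cut at about 0.9% in these data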;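 note: 0% = DMSO-only wells and 100% = 3 µM delta7-dafachronic acid wells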
hcDAF12 agonist – activators of H. contortus DAF-12 nuclear receptor | HEK293 hcDAF-12 lit1-tk-luc reporter, luminescence; 0% DMSO, 100% Δ7-dafachronic acid | activation, % at 6.8 µM | 370,000 compounds, 1.4% hits | AID 652067;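 active = activation above the mean of all tested compounds plus 3 SD, cut at about 5.5% in these data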;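 note: 100% = response to 3 µM Δ7-dafachronic acid high control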
PG9 Ab binder – PG9 antibody binding by small molecule. TR-FRET gp120-PG9 antibody binding. inhibition, % at 6.7 µM. 360,000 compounds, 0.43% hits. AID 624416; in the data active = inhibition above about 8.5%
GAA850 FXN act – increases GAA850 frataxin promoter reporter activity | HEK293 lucGAA850 FXN promoter luciferase reporter, 24 h; percent of 10 µM SAHA response | activation, % at 6 µM | 360,000 compounds, 0.56% hits;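 active = activation above the average of all compounds screened plus 3 SD, cutoff fixed separately per campaign, cut at about 7.5% in these data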;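 note: 0% = DMSO wells and 100% = 10 µM SAHA wells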
DAX1 inh-2 – NR0B1 (DAX1) inhibition; inhibition, % at 6.75 µM; AID 504766; HEK293 Gal4-DAX1 luciferase reporter, luminescence; 340,000 compounds, 0.99% hits;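 active = inhibition above the mean over all tested compounds plus 3 SD, cut at about 4.2% in these data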;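 note: 0% = DAX1-transfected cells with DMSO and 100% = empty-vector control cells with DMSO; inhibition shows as a rise in luminescence from relieved DAX1 repression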
hgDAF-12 ag – agonists of H. glycines DAF-12 nuclear receptor; HEK293 GAL4-hgDAF12 UAS-luciferase reporter, agonist luminescence; normalized to butyrate control; activation, % at 6.8 µM; 370,000 compounds, 1.8% hits;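 active = activation above a cutoff set at the mean of all screened compounds plus 3 SD, cut at about 10% in these data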;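 note: 0% = DMSO wells and 100% = sodium butyrate wells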
Active calls of the source: *; . = no result given; & = joins results of further samples.

SMILES | SMARCA2 act | DAX1 inh-1 | GC-A act | ADAM17 inh | ADAM10 inh | ssDAF12 agonist | hcDAF12 agonist | PG9 Ab binder | GAA850 FXN act | DAX1 inh-2 | hgDAF-12 ag
N#Cc1c(N)c2ccccn2c1C(=O)c1ccc(Br)cc1 | 1 | -0.1 | -36 | 1 | 0 | -0.9 | 0.3 | 1.4 | 5.0 | -0.1 | -0.8
CCN(CC)C(=O)CSc1nnc(CNc2ccc(F)cc2)n1Cc1ccco1 | -5 | -1.0 | -3 | 1 | -8 | -0.7 | -1.1 | 4.2 | -3.0 | -1.4 | 2.9
CC(Cc1ccccc1)C(=O)N[C@@H](CO)Cc1ccccc1 (some centres undefined) | -2 | 0.4 | 1 | 7 | -3 | -1.0 | -1.1 | 1.8 | 0.8 | 0.3 | 1.7
O=C1c2cccc3c(Cl)ccc(c23)C(=O)N1O | 2 | 0.1 | -6 | -4 | 1 | -1.1 | 0.1 | -0.1 | 2.1 | 0.8 | 1.1
N#Cc1ccccc1CSc1nc(N2CCCCC2)nc(N2CCCCC2)n1 | -1 | 0.3 | -4 | 0 | 1 | -1.7 | -0.1 | 1.6 | 4.1 | -0.2 | -1.6
O=C1NC(c2ccc(-c3ccccc3[N+](=O)[O-])o2)C(C(=O)c2ccc(F)cc2)C(O)(C(F)(F)F)N1 (centres undefined) | -5 | -1.2 | -25 | -3 | 4 | -0.9 | 0.6 | -2.1 | -7.0 | -0.6 | -3.2
CCOC(=O)C1(C)CCN1C(=O)c1ccc(C(C)(C)C)cc1 (centres undefined) | 0 | -0.8 | -1 | 3 | 6 | -1.1 | -0.5 | 0.2 | 1.0 | . | 3.4
Cc1cc(C)cc(C(=O)NCC(=O)OCN2C(=O)c3ccccc3C2=O)c1 | 0 | -0.9 | 2 | -7 | -7 | -0.4 | 0.2 | 1.0 | -0.6 | -0.2 | 0.3
CCC(=O)Nc1nnc(SCC(=O)Nc2ccc3c(c2)OCO3)s1 | -3 | -0.8 | -5 | 1 | -8 | -0.8 | -2.2 | -7.3 | 0.2 | 0.6 | 0.8
O=C(c1ccccc1)c1nc2c(n1O)CCCCC2 | 1 | -0.1 | 3 | -1 | 3 | -0.8 | 0.4 | 0.5 | 0.9 | 1.5 | 3.8
CCNC(=O)COC(=O)/C=C/c1ccccc1[N+](=O)[O-] | -2 | -0.3 | 0 | -2 | -3 | -0.7 | 1.6 | -0.2 | 0.6 | -1.0 | -0.6
CCCN(CCC)C1=N/C(=C\c2ccco2)C(=O)N1c1ccccc1 | -1 | -0.2 | -16 | 0 | -10 | -1.5 | 5.5 | 0.5 | 2.8 | -1.0 | 3.4
Cc1c(CN2CCC(CO)(CCOc3ccccc3)CC2)[nH]c2c(Cl)cccc12 | -3 | -0.1 | -12 | -1 | 10 | -0.3 | 1.3 | 0.4 | 2.6 | -0.4 | -1.1
COc1ccc([C@H]2CC(=O)C[C@@H](CCn3cc(C(C)C)nn3)O2)cc1 | -2 | 0.3 | -2 | -2 | 0 | -0.8 | -1.9 | -0.2 | . | . | -2.2
COC(=O)[C@]1(C)N[C@H](CN(C)C(=O)NC(C)C)[C@@H]2C(=O)N(C)C(=O)[C@@H]21 | -5 | 0.4 | 0 | -6 | -34 | -0.5 | -1.6 | -2.1 | -0.9 | 1.6 | -1.3
S=c1[nH]nc(-c2ccccn2)n1/N=C/c1ccc(-c2ccccc2Br)o1 | 1 | -0.4 | 0 | -1 | -8 | -0.5 | -1.3 | 15* | -1.4 | 0.7 | 0.5
Cn1c(=O)cc(SCC(=O)NCc2ccco2)c2ccccc21 | -3 | -0.4 | 2 | -10 | -23 | -0.8 | -1.7 | -1.2 | 1.0 | 3.6 | -4.0
Cc1ccc(/C=C/S(=O)(=O)Nc2ccc(C)cc2)cc1 | -1 | 0.1 | 1 | 3 | 5 | -0.9 | 0.2 | -1.7 | -0.2 | -0.3 | -0.4
Cc1cccc(-c2nc(C#N)c(NCC3CCCO3)o2)c1 (centres undefined) | 2 | 0.4 | -8 | -57 | -144 | -0.6 | 1.1 | 1.9 | 2.3 | 1.8 | 5.5
CCN(c1ccccc1)S(=O)(=O)c1ccc(OC)c(NC(=O)Cc2ccc(OC)c(OC)c2)c1 | -2 | -3.3 | 5 | -3 | -3 | -1.3 | -4.0 | -1.7 | -1.6 | -0.2 | -4.5
Cc1ccc(C2=NC(C(F)(F)F)(C(F)(F)F)c3c(n(-c4ccc(F)cc4)c(=O)[nH]c3=O)N2)cc1 | -3 | -0.6 | -1 | -2 | 1 | -1.5 | 0.6 | -0.2 | -0.8 | -0.6 | -0.7
CC[C@]12c3[nH]c4cc(CCC(=O)N(C)C)ccc4c3CCN1C(=O)[C@@H](CC(=O)NCc1ccco1)C[C@@H]2C(=O)N1CCN(C(=O)C2CC2)CC1 | -2 | 1.9 | 3 | -3 | -9 | 0.0 | -2.1 | -1.3 | -2.6 | -1.9 | 0.1
CCc1cccc(C)c1NC(=O)c1cc(-c2ccncc2)nc2ccccc12 | -3 | -1.5 | -3 | 1 | 3 | -1.7 | 0.5 | -0.2 | 1.1 | -1.3 | 6.4
O=C(CN1C(=O)/C(=C/c2ccccc2)SC1=S)Nc1ncc(Cc2ccccc2)s1 | -2 | 0.1 | 4 | 0 | 7 | -0.7 | 0.4 | -2.0 | 0.7 | -1.4 | 2.7
Cc1c(NC(=O)C(C)N2C(=O)C3CCCCC3C2=O)c(=O)n(-c2ccccc2)n1C (centres undefined) | 3 | 1.3 | -2 | -5 | 1 | -1.4 | -0.3 | -1.1 | 1.9 | 0.5 | -0.2
CC(C)c1nc2sc3c(=S)nc[nH]c3c2c2c1CCC2 | 2 | 0.5 | 5 | -2 | -4 | -1.2 | -1.8 | -0.1 | 2.2 | -0.9 | -0.9
O=C(Nc1c2c(nn1-c1ccc(Cl)cc1)CS(=O)(=O)C2)c1ccccc1 | 1 | -2.2 | -9 | -7 | -4 | -1.6 | -0.7 | 0.4 | 1.3 | 0.3 | -3.0
CC(Oc1cccc(Br)c1)C(=O)Nc1cccc(S(=O)(=O)N2CCOCC2)c1 (centres undefined) | -1 | -1.6 | -5 | 0 | 2 | -1.9 | -0.7 | -1.2 | -0.5 | -0.2 | -3.6
COc1cc(O)c2c(=O)c3c(O)ccc(O)c3oc2c1 | 2 | -0.7 | 4 | 2 | 83* | -1.5 | 1.1 | -0.7 | 1.3 | 1.1 | -4.4
N#Cc1ccc(N)cc1OCCCN1CCCCC1 | -1 | 0.1 | -2 | -5 | -19 | -1.1 | 2.4 | -1.1 | 3.0 | 0.2 | 1.5

Part of the list above, set out differently.
Under each structure – SMARCA2 act, DAX1 inh-1, GC-A act, ADAM17 inh, ADAM10 inh, ssDAF12 agonist, hcDAF12 agonist, PG9 Ab binder, GAA850 FXN act, DAX1 inh-2, hgDAF-12 ag
CCOC(=O)C1(C)CCN1C(=O)c1ccc(C(C)(C)C)cc1 (centres undefined)
  0, -0.8, -1, 3, 6, -1.1, -0.5, 0.2, 1.0, ., 3.4
N#Cc1ccc(N)cc1OCCCN1CCCCC1
  -1, 0.1, -2, -5, -19, -1.1, 2.4, -1.1, 3.0, 0.2, 1.5

(more compounds)
SMILES | SMARCA2 act | DAX1 inh-1 | GC-A act | ADAM17 inh | ADAM10 inh | ssDAF12 agonist | hcDAF12 agonist | PG9 Ab binder | GAA850 FXN act | DAX1 inh-2 | hgDAF-12 ag
CCCn1ccc2c(OCC(=O)Nc3ccc(NC(C)=O)cc3)cccc2c1=O | -1 | 0.3 | -1 | -11 | -25 | -0.4 | -2.0 | 2.0 | 0.9 | 0.1 | -2.0
O=Nc1c(O)n(Cc2ccc(Cl)c(Cl)c2)c2ccccc12 | -2 | -1.6 | -39 | 2 | 16 | -1.4 | -2.1 | -0.4 | -2.0 | -0.4 | -2.4
COc1cc(CN2CCN(S(=O)(=O)c3ccccc3)CC2)cc(OC)c1OC | 1 | 0.5 | -1 | 0 | 8 | -1.3 | -1.0 | -2.5 | 2.2 | -0.9 | -1.8
COC(=O)[C@]12CCCCC=C1N(Cc1ccco1)C(=O)[C@H](CC(=O)NCCCCc1ccccc1)C2 | 1 | -0.8 | 0 | 2 | 5 | -1.1 | -0.5 | -0.2 | . | . | -1.6
CCCCCCSc1cc(-c2nc3ccc(Cl)cn3c2NCCCC)ccc1OC | -1&-1 | 1.2&-0.9 | 7&5 | 1&-3 | -3&-8 | -1.0&-1.5 | -0.3&-0.4 | 0.5&-1.2 | -0.8 | -0.1 | -0.4&2.6
C/C(=N\OCC(=O)Nc1ccc(Br)cc1)c1cccs1 | -3 | -0.8 | -1 | 4 | 11 | -1.6 | -1.3 | -1.9 | -0.9 | -1.1 | 1.8
COc1ccccc1CNS(=O)(=O)c1c(C)noc1C | -1 | -0.2 | -4 | -5 | 2 | -0.5 | 0.1 | -2.3 | -1.7 | -0.4 | -1.8
Cc1ccccc1NN=Nc1nc2c([nH]1)c(=O)n(C)c(=O)n2C | 2 | 0.3 | 2 | -2 | -6 | -0.1 | 3.2 | -2.9 | -0.7 | 0.0 | 2.6
COC(=O)[C@H]1C[C@H](O)CN1S(=O)(=O)c1ccc(Br)cc1F | -3 | -0.4 | 2 | -4 | -1 | -1.0 | 1.2 | -0.5 | 0.2 | 0.1 | -0.8
COc1ccc(Nc2nnc(SCc3cc(=O)n4ccsc4n3)s2)cc1 | -1 | -0.8 | -3 | -18 | -33 | -0.6 | 0.1 | 0.8 | 4.1 | -0.6 | -0.5
COC(=O)c1c(NC(=O)Nc2ccc(Cl)cc2)sc(C)c1C | -4 | -0.6 | -3 | -3 | -1 | 0.5 | 2.6 | 0.6 | -0.9 | -0.2 | 0.6
O=C(Nc1cccc(OC(=O)c2cccnc2)c1)c1cccnc1 | 1 | 0.1 | 0 | -4 | -8 | -1.9 | -0.6 | 0.3 | -3.5 | -0.3 | 0.1
CCn1c(SCc2nc3ccccc3c(=O)[nH]2)nc2ccccc21 | 5 | -0.7 | -3 | -7 | -14 | -1.9 | -2.8 | -0.5 | 0.5 | -0.6 | -3.1
COc1ccc(-c2nnc(SCC(=O)c3ccco3)n2-c2ccccc2)cc1 | 0 | 0.0 | 5 | -6 | -6 | -1.1 | 0.6 | 0.6 | -0.3 | 0.1 | 1.6
CC(C)Cn1c(N)c(C(=O)CSc2ncnc3sc4c(c23)CCCC4)c(=O)n(C)c1=O | 0 | -0.2 | -4 | -5 | 0 | -1.8 | -1.9 | 0.6 | 0.6 | -0.4 | -1.4
O=C(NNC(=O)c1ccccn1)c1cccc([N+](=O)[O-])c1 | 2 | -0.2 | -3 | -3 | 3 | -0.9 | -0.2 | -0.7 | -3.2 | -1.1 | 0.3
COc1ccc(CNC(=O)C(Cc2ccccc2)n2cccc2)cc1 (centres undefined) | -6 | -0.2 | 1 | -9 | -26 | -1.1 | -1.5 | 1.5 | 1.6 | 0.8 | 4.8
CC(=O)CC(=O)NC1C2CC3CC(C2)CC1C3 (centres undefined) | -1 | -0.8 | 3 | -3 | 2 | 0.3 | -1.2 | -1.8 | 0.9 | -0.6 | 0.8
CCC(=O)Oc1c(S(=O)(=O)c2ccc(C)cc2)c(C)nn1C(C)(C)C | -1 | -1.1 | 3 | -1 | -1 | -1.2 | -0.9 | 0.2 | -2.1 | -1.1 | -1.1
